FLuc inh counter: inhibits firefly luciferase, flagging false hits in luciferase inhibition screens | inhibition, % at 10 µM | ATPLite firefly luciferase biochemical luminescence, 10 min | P08659 | 200,000 compounds, 1.5% hits;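 active = inhibition above about 50% when tested at 10 µM, limit read from the data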
Target sequence (P08659 whole entry, looked up): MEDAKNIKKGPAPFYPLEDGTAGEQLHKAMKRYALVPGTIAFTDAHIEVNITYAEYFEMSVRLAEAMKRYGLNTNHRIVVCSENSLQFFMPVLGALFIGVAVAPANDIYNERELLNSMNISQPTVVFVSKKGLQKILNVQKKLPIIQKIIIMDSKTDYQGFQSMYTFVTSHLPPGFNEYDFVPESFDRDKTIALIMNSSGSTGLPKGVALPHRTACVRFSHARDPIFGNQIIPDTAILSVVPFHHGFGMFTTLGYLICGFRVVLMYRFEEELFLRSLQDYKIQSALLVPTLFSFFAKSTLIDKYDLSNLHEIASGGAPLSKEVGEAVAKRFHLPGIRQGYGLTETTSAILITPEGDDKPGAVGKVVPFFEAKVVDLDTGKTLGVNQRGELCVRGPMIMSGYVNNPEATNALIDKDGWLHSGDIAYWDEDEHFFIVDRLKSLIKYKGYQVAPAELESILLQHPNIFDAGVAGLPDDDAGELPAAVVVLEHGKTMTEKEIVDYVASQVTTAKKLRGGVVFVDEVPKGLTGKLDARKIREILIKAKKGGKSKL
bIAP act: intestinal alkaline phosphatase (bovine) activation. purified bovine IAP, CDP-star luminescence, 30 min; hits give high values; fold of DMSO-control signal, blank-subtracted. 200,000 compounds, 0.17% hits. activation factor at 20 µM;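 active = activation factor of 2 or more at 20 µM, a signal rise over negative controls twice the positive control's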
TNAP act hi DEA: TNAP (human) activation, high acceptor; activation factor at 20 µM; 200,000 tested, under 10 active; purified TNAP, CDP-star luminescence, 1 M DEA, 30 min; hits give high values; 0 = EDTA background, 1 = DMSO-only activity; AID 1136; P05186;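 active = activation factor at least 2 at 20 µM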
Target sequence (P05186 whole entry, looked up): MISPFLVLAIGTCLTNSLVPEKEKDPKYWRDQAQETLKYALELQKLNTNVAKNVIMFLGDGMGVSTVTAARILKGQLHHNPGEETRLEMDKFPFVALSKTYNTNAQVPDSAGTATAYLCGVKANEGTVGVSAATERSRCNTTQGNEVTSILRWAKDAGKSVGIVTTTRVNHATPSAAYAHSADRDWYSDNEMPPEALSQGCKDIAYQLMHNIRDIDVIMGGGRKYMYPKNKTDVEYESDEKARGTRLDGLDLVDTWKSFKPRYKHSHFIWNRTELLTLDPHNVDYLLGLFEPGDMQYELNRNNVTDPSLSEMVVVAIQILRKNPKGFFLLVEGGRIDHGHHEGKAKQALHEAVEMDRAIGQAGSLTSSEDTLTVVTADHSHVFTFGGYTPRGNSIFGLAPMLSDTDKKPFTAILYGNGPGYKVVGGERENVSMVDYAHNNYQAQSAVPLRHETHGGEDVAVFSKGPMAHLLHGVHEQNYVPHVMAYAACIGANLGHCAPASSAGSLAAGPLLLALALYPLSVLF
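Assay system: human TNAP; Input: enzyme diluted 1/800 final; Reagent: CDP-star luminogenic substrate at 100 µM final; Timing: 30 min, room temperature; Signal: luminescence; Evaluation: TNAP activation factor scaled between EDTA and DMSO control wells.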
TNAP inh no acc: inhibitors of human TNAP without phosphate acceptor. inhibition, % at 20 µM. 200,000 compounds, 0.26% hits. purified TNAP, CDP-star luminescence, 30 min. P05186;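 active = tissue-nonspecific alkaline phosphatase inhibition above about 50% at 20 µM in the single-dose screen, limit read from the data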;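 also: 0% = DMSO negative control and 100% = EDTA positive control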
Lmaj promast: reduces viability of Leishmania major promastigotes. AID 1063. resazurin fluorescence viability. inhibition, % at 10 µM. 200,000 compounds, 9% hits; in the data active = inhibition above about 50%;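 also: promastigotes grown with compound for 44 hours at 28 °C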
FLuc stim CS: affects firefly luciferase, flagging false hits in luciferase stimulation screens. P08659. ATPlite luciferase biochemical, luminescence, 10 min; 0 = ATP-free wells, 1 = DMSO control. AID 1027. activation factor at 10 µM. 200,000 tested, under 10 active;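 active = luciferase activation factor, scaled between plate controls, of at least 2 with compound at 10 µM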
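Material: Luciferase/luciferin reagent mix; Doses: test compounds dosed from 2 mM stocks in 100% DMSO; Schedule: 10 min incubation after luciferase reagent addition, room temperature; Measured by: luminescence from luciferase reaction; Read-out: luminescence gain marking luciferase activators.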
APP transl inh: APP translation inhibition | SH-SY5Y APP 5'UTR-luciferase reporter, luminescence | inhibition, % at 2 µM | 190,000 compounds, 0.82% hits | AID 1285;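 active = inhibition above a set limit, derived from the sample mean plus 3 SD, cut at about 45% in these data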; also: values of inactives mirror those of a sister screen read the other way
TNAP inh hiacc: inhibitors of human TNAP at high phosphate acceptor concentration. inhibition, % at 20 µM. purified TNAP, CDP-star luminescence, 1 M DEA. AID 1135. 200,000 compounds, 0.03% hits;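 active = over 50% inhibition of tissue-nonspecific alkaline phosphatase at 20 µM in the single-dose screen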;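 also: plate controls were DMSO wells for no effect and EDTA-quenched wells as full inhibition for full effect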
RAM network inh: blocks the yeast RAM network | S. cerevisiae dse1pr::URA3 reporter, 5-FOA growth OD615, 2 d; analog-sensitive cbk1-as2 kinase mutant strain | inhibition, % at 50 µM | 190,000 compounds, 1.8% hits | AID 868;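 active = inhibition above a set limit, 3 SD over mean compound inhibition, cut at about 8.4% in these data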;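 also: 0% = DMSO-only wells with no growth and 100% = 10 µM 1-NA-PP1 full growth; inhibition rescues growth on 5-FOA so higher OD means more RAM inhibition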
bIAP inhibitor: intestinal alkaline phosphatase (bovine) inhibition; inhibition, % at 20 µM; 190,000 tested, under 10 active; purified bovine IAP, CDP-star luminescence, 30 min; AID 1019;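 active = over 50% inhibition of intestinal alkaline phosphatase at 20 µM in the single-dose screen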
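test system = bovine IAP enzyme | medium = DEA buffer 100 mM, pH 9.8, with MgCl2 1.0 mM, ZnCl2 0.02 mM | detection = luminescence | dosing = single compound dose of 20 µM, 2% DMSO final | incubation = 30 min reaction at room temperature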
The depositor's hits bear a star; nt = no result given.

SMILES	FLuc inh counter	bIAP act	TNAP act hi DEA	TNAP inh no acc	Lmaj promast	FLuc stim CS	APP transl inh	TNAP inh hiacc	RAM network inh	bIAP inhibitor
CCc1c(C)c2c(C)nn(-c3ccccc3)c2[nH]c1=O	-10	0.9	1.1	-11	-1	1.1	0	-5	-0.1	9
COc1ccc(N2CC(O)=C(c3nc(-c4ccc(Br)cc4)cs3)C2=N)cc1	-6	1	1.1	-13	-11	1.1	-13	-6	1.9	-1
O=C(CCC(=O)N(CC(=O)NC1CCCCC1)Cc1ccco1)Nc1nccs1	-7	0.9	1	-17	-6	1.1	15	-1	-0.2	7
COC(=O)c1c(-c2ccccc2)csc1N	-7	0.8	1	-14	-3	1.1	-1	-4	-0.2	17
CCOC(=O)C1CCN(S(=O)(=O)c2ccc(OCC(=O)OC)cc2)CC1	-9	0.9	1.1	-6	-4	1.1	0	-5	0.0	12
O=C(CSc1nc(O)c(Cc2ccccc2)c(=O)[nH]1)Nc1nc2c(s1)CCCC2	-3	1.1	1	-7	3	1	-11	0	2.4	-6
O=c1c(-c2ccnn2-c2ccccc2F)cnc2n1CCS2	-7	1	1	-7	-2	1.1	-18	-2	2.2	-2
O=C(CCSCCC(=O)NCc1cccs1)NCc1cccs1	-1	0.9	1	-11	-9	1	14	-2	3.0	8
O=C(CN1C(=O)NC2(CCCc3ccccc32)C1=O)NCc1ccco1 (stereo not given)	-8	1	1.1	-9	3	1.1	-9	-7	1.8	4
Cn1c(=O)n(C)c2cc(NS(=O)(=O)c3cccs3)ccc21	-3	1.1	1	-5	-1	1	-6	-1	2.4	-11
CC1CC(C)CN(C(=O)CNC(=O)Cn2ccc3ccccc3c2=O)C1 (stereo not given)	3	1	1	-8	-5	1	-11	0	0.7	1
CCOC(=O)c1sc(NC(=O)c2cccc(S(=O)(=O)N3c4ccccc4CC3C)c2)cc1C (stereo not given)	3	1	1	1	62*	1	-4	3	2.6	-1
CN(Cc1nc(-c2cnccn2)no1)Cc1cccc2ccccc12	-2	1.2	1	-6	-4	1	-1	-2	1.9	-22
O=C(CSc1nnnn1-c1ccc2c(c1)OCCO2)c1cccc2c1OCCO2	-5	0.9	1.1	-10	-2	1	-13	-7	1.0	5
O=C1CC[C@@H](CN(Cc2ccccn2)Cc2nc(-c3ccc(C(F)(F)F)cc3)no2)N1	0	1.1	1	-7	-9	1	12	1	2.2	-10
O=C(NC(NCc1cccnc1)C(Cl)(Cl)Cl)c1cccc2ccccc12 (stereo not given)	-6	1	1	-10	84*	1.1	-2	0	-1.1	2
CNC(=O)CSc1nccn1Cc1ccc(Cl)cc1	-5	1.1	1.1	-12	-4	1.1	7	-6	1.2	-9
Cc1ccc(S(=O)(=O)/N=c2\ccc(Cl)cn2C(F)F)cc1	-1	0.7	1	1	-5	1	-13	3	2.4	26
O=C(CSc1cccc[n+]1[O-])c1cc2ccccc2o1	-1	1.1	1	-11	95*	1	-31	-5	-1.1	-5
Cc1oc(-c2ccccc2F)nc1CS(=O)(=O)CC(=O)NCCCN1CCc2ccccc2C1	-5	1	1	-9	6	1.1	4	0	-0.5	-1
COc1cc2c(cc1O)CC[n+]1cc3c(OC)c(OC)ccc3cc1-2	-1	1.2	0.8	14	19	1	9	16	1.3	-21
c1ccc(CCN2CN(CCCN3CCOCC3)c3nc4ccccc4n3C2)cc1	-4	1	1	-10	0	1	6	-4	0.8	0
CC(C)c1nnc(NC(=O)CCC(=O)NCc2cccs2)s1	-5	0.9	1.1	-7	1	1.1	-5	-8	0.0	6
CCO[C@H]1OC(C(=O)N2CCN(Cc3ccc4c(c3)OCO4)CC2)=C[C@@H](c2ccc(C(F)(F)F)cc2)[C@@H]1CCCO	-5	1	1.1	-8	34	1.1	3	-6	-0.6	4
O=C(CNc1cccc(C(F)(F)F)c1)N/N=C/C1CCCCC1	-2	0.9	1	-17	43	1	27	0	0.3	9
SMILES	FLuc inh counter	bIAP act	TNAP act hi DEA	TNAP inh no acc	Lmaj promast	FLuc stim CS	APP transl inh	TNAP inh hiacc	RAM network inh	bIAP inhibitor
CSc1nc(-c2ccco2)nn1C(=O)c1ccccc1	3	1.1	1.1	-7	-6	1	9	-6	-0.1	-6
CCCCN(CCCC)CC(O)COc1ccccc1Br (stereo not given)	-9	0.8	1.1	-3	20	1.1	8	-6	1.4	20
CCOC(=O)c1cnc2nc(NCc3ccc(OC)c(OC)c3)[nH]n2c1=O	-6	0.9	1.1	-7	-10	1.1	-10	-6	1.5	6
COc1ccc(OC)c2sc(NC(=O)c3ccc(Br)s3)nc12	-4	0.9	1.1	0	-7	1	-20	-6	1.3	12
C[C@@H](C(=O)Nc1ccc2ccccc2c1)[C@@H]1C[C@@]1(C)[C@@H](NC(=O)c1cccnc1)c1ccccc1	4	1.1	1	-10	-4	1	-4	-3	4.6	-13
Cc1ccc(OCC(=O)Nc2ccccc2-c2ccccc2NC(=O)COc2ccc(C)cc2)cc1	-4	0.4	1	-13	1	1	-5	-1	6.0	nt
CC1(C)CC(=O)C2=C(C1)OC1=C(C(=O)CC(C)(C)C1)C2c1cc([N+](=O)[O-])cc([N+](=O)[O-])c1O	0	1	0.9	10	-9	1	7	7	0.5	4
O=C1C(c2ccnc3ccccc23)=C(O)c2ccccc21	90*	1	1	-2	22	0.1	-183	1	1.1	1
O=C(c1cccc(F)c1)N1CCCN(C(=O)c2cccc(F)c2)CC1	-8	0.7	1	14	12	1.1	-6	-3	0.1	34
COc1ccccc1OCC(=O)Nc1cc(Cl)ccc1Oc1ccccc1	-8	0.8	1	-8	3	1.1	4	-4	4.5	15
O=c1cc(-c2cccc3ccccc23)[nH][nH]1	-6	1	0.5	69*	80*	1.1	16	48	-1.1	5
COc1ccc(C(=O)Nc2ccc(C3CC3(Cl)Cl)cc2)cc1 (stereo not given)	11	0.8	1.1	-11	-4	0.9	-62	-9	6.4	17
Cc1ccc(C(=O)c2cn[nH]c2-c2ccccc2O)cc1	-5	1.3	1.1	41	5	1.1	-14	-5	1.8	-34
Cc1c(C(N)=O)sc2ncn(CC(=O)NCCc3ccccc3)c(=O)c12	-8	1	1.1	-15	-1	1.1	-4	-6	2.0	1
O=C(COC(=O)c1cc(-c2cccs2)nn1-c1ccccc1)Nc1cccc([N+](=O)[O-])c1	0	0.8	1	-9	-6	1	-25	1	3.8	16
COc1cc2c(cc1OC)C(C)N(C(=S)Nc1ccccc1)CC2 (stereo not given)	-8	0.5	1	-8	1	1.1	-16	-4	1.1	nt
CN(Cc1ccc(F)cc1)C(=O)c1cc(COc2ccc(F)cc2F)on1	-12	0.9	1.1	-16	-1	1.1	18	-8	0.6	12
CN1C(=O)c2ccc(C(=O)Nc3nccs3)cc2C1=O	21	1	1.1	-5	8	0.8	-9	-6	1.6	1
Cc1ccc(-n2c(SC3CCOC3=O)nc3ccccc3c2=O)cc1 (stereo not given)	-9	0.9	1	-4	-1	1.1	2	-5	7.0	6
Cn1nnnc1SCC(=O)Nc1cc(C(C)(C)C)nn1-c1ccccc1	-7	0.9	1.1	-12	5	1.1	-6	-6	2.7	10
COCCNC(=S)N1CCC(C(=O)c2ccc3c(c2)OCCO3)CC1	-6	1	1	-4	0	1.1	-38	-4	-0.4	4
CC(C(=O)N1CCN(C=O)CC1)N1C(=O)c2ccccc2C1=O (stereo not given)	-4	1	1.1	-16	-2	1	2	-9	2.0	0
NC(=O)c1cc2cc(Cc3ccccc3Cl)ccc2oc1=O	-2	1	1.1	-9	-7	1	-2	-6	4.7	-4
O=C(NC1CC1)c1ccc(-n2cccc2)cc1	37	1	1	-11	-13	0.6	-13	-5	2.3	3
CCc1ccc(NC(=S)N2CCN(c3cccc(C(F)(F)F)c3)CC2)cc1	-8	0.9	1	-12	-5	1.1	-2	-4	6.3	5

Copied from the list:
Reading for `Cn1nnnc1SCC(=O)Nc1cc(C(C)(C)C)nn1-c1ccccc1` in bIAP act: 0.9
Reading for `CC(C(=O)N1CCN(C=O)CC1)N1C(=O)c2ccccc2C1=O` (stereo not given) in bIAP inhibitor: 0

(cont.)
SMILES	FLuc inh counter	bIAP act	TNAP act hi DEA	TNAP inh no acc	Lmaj promast	FLuc stim CS	APP transl inh	TNAP inh hiacc	RAM network inh	bIAP inhibitor
COc1ccc(OCCC(=O)NCCN2CCOCC2)cc1	-5	1.1	1.1	-9	-1	1.1	-8	-6	1.4	-5
N#Cc1c(-c2ccc(F)cc2)cc(-c2cccnc2)nc1N	-8	0.9	1	-8	-4	1.1	7	1	3.2	14
CSc1ccc(C(=S)N2CCN(CCO)CC2)cc1	-3	0.9	1	-8	75*	1	-20	2	0.5	9
O=C(CCC(=O)NC1CCCCCC1)Nc1nnc(C(F)(F)F)s1	-10	0.9	1.1	-6	-6	1.1	-12	-6	0.0	11
CN(C)c1ccc(C(CN)c2c[nH]c3ccccc23)cc1 (stereo not given)	4	1.1	1	-9	13	1	-39	-3	3.3	-14
O=C(NCc1cccc(Cl)c1)NCc1cccc(Cl)c1	1	0.7	1	-18	5	1	15	-2	3.4	35
COc1ccc([N+](=O)[O-])cc1NC(=O)c1cncc(Br)c1	0	1	1	-6	15	1	3	2	4.8	-4
S=c1[nH]nc(-c2ccco2)n1-c1ccc(Cl)cc1	-3	0.9	1.1	-3	-9	1	2	-8	2.5	10
Cn1c(=O)n(-c2ccc(Cl)cc2)c(=O)c2c3c(sc21)COC(C)(C)C3	-7	1	1	-11	-1	1.1	-22	-3	2.2	4
Cc1cc(NC(=O)C2CCCN(S(=O)(=O)c3cnc[nH]3)C2)ccc1Br (stereo not given)	-5	1	1	-6	-6	1.1	3	-1	2.4	-2
CCCC(=O)N=C1SC2CS(=O)(=O)CC2N1c1ccc(-c2nc3ccc(C)cc3s2)cc1 (stereo not given)	21	1	1	-1	-8	0.8	-125	3	2.4	-5
COc1cc(/C=N/Nc2ccc(Cl)c(C(=O)O)c2)ccc1OC(=O)c1ccco1	4	1.2	1	-8	-13	1	-36	-1	1.6	-16
CCN(CCNC(=O)C1CCCN(S(=O)(=O)CC)C1)c1ccccc1 (stereo not given)	4	1	1	-9	-3	1	5	-2	0.7	0
COC(=O)c1ccc(/C=N/N2C(C)CCCC2C)cc1 (stereo not given)	14	1	1	1	2	0.9	-53	-1	-0.5	2
COc1ccc(CCN2C(=O)NC(NC(=O)CC(C)C)(C(F)(F)F)C2=O)cc1OC (stereo not given)	-3	0.9	1.1	-5	45	1	-28	-8	1.1	11
O=C(CCN1CCN(c2ccccc2F)CC1)Nc1ccccc1F	-6	1.1	1.1	-2	9	1.1	-14	-6	2.8	-12

4 compounds from above, limited to RAM network inh:
canonical_smiles	RAM network inh
O=C(NCc1cccc(Cl)c1)NCc1cccc(Cl)c1	3.4
CN(C)c1ccc(C(CN)c2c[nH]c3ccccc23)cc1 (stereo not given)	3.3
CCN(CCNC(=O)C1CCCN(S(=O)(=O)CC)C1)c1ccccc1 (stereo not given)	0.7
COc1cc(/C=N/Nc2ccc(Cl)c(C(=O)O)c2)ccc1OC(=O)c1ccco1	1.6
